COUP-TFII inh: NR2F2 (human) inhibition, primary screen | P24468 | HEK293T NGFI-A luciferase reporter, luminescence | inhibition, % at 8.6 µM | 0.7% of 370,000 active | AID 686940;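 active means inhibition above a per-plate cutoff, mean inhibition of test wells between control levels plus 3 SD, cut at about 38% in these data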;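 further: cells cotransfected with COUP-TFII expression vector driving the NGFI-A reporter; 0% = median of COUP-TF2 test wells and 100% = reporter-only cells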
TWEAK-Fn14 inh: TWEAK-Fn14 signaling inhibition; TWEAK-stimulated Fn14 reporter cells, luciferase luminescence, 8 h; inhibition, % at 10 µM; 2% of 360,000 active; in the data active means inhibition above about 50%
NR5A2 inv ag: inverse agonists of human LRH-1 (NR5A2). AID 602396. HEK293T StAR-luciferase reporter, LRH-1 transfected, 24 h. O00482. 0.13% of 360,000 active. inhibition, % at 3.6 µM;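 active means inhibition above the mean inhibition of all tested compounds plus 3 SD, cut at about 73% in these data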;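 further: 0% = DMSO wells and 100% = reporter-only cells lacking LRH-1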
NOD2 RIPK2 PPI: blocks binding of human NOD2 to RIPK2; inhibition, % at 4.98 µM; CHO BLA complementation NOD2-RIPK2, CCF4 ratio; 0.38% of 360,000 active; in the data active means inhibition above about 21%;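 further: 0% = vehicle only and 100% = reference blocker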
TROY signal inh: inhibitors of TROY-dependent NF-kB signaling; Q293 LMP1-TROYcd NF-kB luciferase reporter, 4 h; inhibition, % at 10 µM; 0.98% of 360,000 active;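 active means compounds whose plate-normalised and pattern-corrected inhibition of the luciferase reporter signal at the single screening dose is 50% or more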
TRAIL sens C8: sensitizes caspase-8 expressing cells to TRAIL; NB7+C8 cells + TRAIL, ATPlite viability luminescence; inhibition (viability loss, TRAIL sensitization), % at 10 µM; 1% of 360,000 active;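 active means compounds causing at least 50% loss of cell viability in the single-dose screen, relative to plate controls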
TLR9-MyD88 inh: TLR9-MyD88 interaction inhibition | Q9NR96+Q99836 | CHO BLA complementation TLR9-MyD88, CCF4 FRET ratio | inhibition, % at 4.98 µM | 0.21% of 340,000 active;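 active means inhibition above the mean over all tested compounds plus 3 SD, cut at about 21% in these data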;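 further: 0% = DMSO only wells and 100% = clavulanate BLA inhibitor control wells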
LMP1 NFkB inh: inhibitors of Epstein-Barr LMP1-induced NF-kappaB reporter. LMP1-induced NF-kappaB luciferase reporter cells, luminescence. inhibition, % at 12.5 µM. 0.69% of 350,000 active; in the data active means inhibition above about 41%;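 further: 0% = neutral control wells and 100% = reference inhibitor control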
SRC2 inh: inhibits human steroid receptor coactivator 2; HEK293 GAL4-SRC2 luciferase reporter, luminescence; AID 651957; inhibition, % at 9 µM; 0.17% of 370,000 active;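 active means inhibition above the mean inhibition of all tested compounds plus 3 SD, set per campaign, cut at about 52% in these data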;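 further: 0% = DMSO treated cells and 100% = cells given Gossypol at 36 µM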
NCOA1 inh: inhibits human SRC1 coactivator; Q15788; 0.12% of 360,000 active; HEK293 GAL4-SRC1 luciferase reporter, luminescence; inhibition, % at 3.6 µM;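 active means inhibition above the campaign mean plus 3 SD, with each screening campaign given its own cutoff, cut at about 60% in these data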;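 further: 0% = DMSO treated cells and 100% = gossypol at 36 µM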
NCOA3 inh: inhibitors of human steroid receptor coactivator 3 (SRC3); HEK293 GAL4-SRC3 luciferase reporter, luminescence; inhibition, % at 3.6 µM; 0.17% of 360,000 active; AID 588352;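 active means inhibition above a per-campaign cutoff, the mean of all compounds plus 3 SD, cut at about 60% in these data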;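 further: 0% = DMSO-treated cells and 100% = gossypol-treated cells at 36 µM; higher means less SRC3-driven luciferase light from the GAL4 reporter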
Target sequence (Q9Y6Q9 whole entry, looked up, the tested form may be a part): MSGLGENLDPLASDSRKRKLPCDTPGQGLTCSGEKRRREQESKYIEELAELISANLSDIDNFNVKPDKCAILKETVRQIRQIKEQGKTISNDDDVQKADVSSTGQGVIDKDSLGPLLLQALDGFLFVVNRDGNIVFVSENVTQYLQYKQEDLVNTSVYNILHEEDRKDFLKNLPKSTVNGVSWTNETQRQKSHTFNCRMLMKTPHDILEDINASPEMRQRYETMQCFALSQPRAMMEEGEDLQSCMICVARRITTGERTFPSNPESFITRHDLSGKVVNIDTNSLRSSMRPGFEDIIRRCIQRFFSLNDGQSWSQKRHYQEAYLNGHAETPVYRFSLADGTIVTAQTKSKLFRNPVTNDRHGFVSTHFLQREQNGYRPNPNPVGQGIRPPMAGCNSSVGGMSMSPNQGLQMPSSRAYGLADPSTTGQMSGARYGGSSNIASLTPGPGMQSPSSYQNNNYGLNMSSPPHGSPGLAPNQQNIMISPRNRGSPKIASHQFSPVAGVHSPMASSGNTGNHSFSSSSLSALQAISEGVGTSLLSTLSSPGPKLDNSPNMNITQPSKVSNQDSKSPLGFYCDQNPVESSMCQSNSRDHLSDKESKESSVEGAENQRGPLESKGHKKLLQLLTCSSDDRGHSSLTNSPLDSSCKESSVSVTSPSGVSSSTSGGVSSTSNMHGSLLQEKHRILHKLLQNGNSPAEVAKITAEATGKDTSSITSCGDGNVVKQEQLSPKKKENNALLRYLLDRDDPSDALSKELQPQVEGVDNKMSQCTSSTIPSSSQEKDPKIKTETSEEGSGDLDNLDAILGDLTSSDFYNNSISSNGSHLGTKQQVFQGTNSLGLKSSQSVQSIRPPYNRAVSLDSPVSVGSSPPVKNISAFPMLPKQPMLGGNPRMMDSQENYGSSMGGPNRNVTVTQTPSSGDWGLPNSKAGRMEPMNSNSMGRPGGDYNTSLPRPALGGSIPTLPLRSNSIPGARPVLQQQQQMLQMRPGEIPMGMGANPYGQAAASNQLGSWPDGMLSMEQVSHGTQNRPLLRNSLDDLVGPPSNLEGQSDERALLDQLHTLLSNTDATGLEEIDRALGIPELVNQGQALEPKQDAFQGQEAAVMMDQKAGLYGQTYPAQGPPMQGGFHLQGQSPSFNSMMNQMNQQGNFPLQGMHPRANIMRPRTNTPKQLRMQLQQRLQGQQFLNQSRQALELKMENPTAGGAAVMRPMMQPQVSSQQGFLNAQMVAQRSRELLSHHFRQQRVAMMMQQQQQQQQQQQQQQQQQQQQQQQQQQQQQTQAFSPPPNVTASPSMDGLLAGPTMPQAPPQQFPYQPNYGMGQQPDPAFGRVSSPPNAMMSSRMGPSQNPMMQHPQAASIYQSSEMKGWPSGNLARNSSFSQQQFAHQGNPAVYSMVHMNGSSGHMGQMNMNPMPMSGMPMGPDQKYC
Starred values were filed as active, the others as inactive; / = not tested or not shown.

Compound	TRAIL sens C8	NCOA3 inh	COUP-TFII inh	NR5A2 inv ag	SRC2 inh	TROY signal inh	TLR9-MyD88 inh	LMP1 NFkB inh	TWEAK-Fn14 inh	NCOA1 inh	NOD2 RIPK2 PPI
Cc1ccsc1/C=N/NC(=O)CNC(=O)c1cccc([N+](=O)[O-])c1C	0.4	-0.2	15.1	8.6	2.6	0.4	12.2	-1.2	2.3	-10.8	0.3
CC(C)(C)c1ccc(-n2ncc3c2CCCC3NC(=O)CN2CCOC2=O)cc1 (stereo not drawn)	11.4	16.2	16.9	28.8	-27.6	11.0	3.7	9.6	4.1	24.7	-11.9
CCOC(=O)c1ccc(NC(=O)CSCCC(=O)O)cc1	-4.9	-0.8	-4.3	-3.5	10.2	13.7	3.0	6.2	1.2	-20.2	4.8
Cc1[nH]c(=O)[nH]c(=O)c1S(=O)(=O)Nc1ccc(F)c([N+](=O)[O-])c1	-10.9	7.1	-7.2	8.2	-6.7	-6.8	-5.5	2.5	-18.4	-12.9	-10.9
COC(=O)c1cccc(NC(=O)/C(=C\c2ccccc2)NC(=O)c2ccccc2Cl)c1	4.4	-0.9	1.3	6.6	-1.1	13.1	5.3	6.0	-5.8	12.1	0.3
CC(=O)c1sc(N/N=C\c2ccc(N(C)C)cc2)nc1C	6.4	-118.7	-62.5	-87.3	-49.6	-37.2	1.9	-71.4	-15.2	-91.8	10.3
COC(=O)Cc1c(C)c2ccc(OC3CCCCC3=O)c(C)c2oc1=O (stereo not drawn)	5.3	-20.8	-18.5	-19.4	-32.2	5.3	0.2	9.1	18.9	-60.4	-10.8
CCCNS(=O)(=O)c1ccc(OCC(=O)NCc2ccc3c(c2)OCO3)cc1	4.5	8.3	0.8	-0.6	15.9	9.4	3.0	-1.4	-1.7	11.7	7.1
CCCCC(CCC(=O)Nc1nccs1)C(=O)O (stereo not drawn)	-5.1	18.9	-1.1	-6.8	-21.0	9.4	-0.4	-2.1	-12.5	6.7	-0.8
C/C(=N\NC(=O)CCC(=O)NCc1ccccc1)c1ccco1	-48.8	6.9	-7.1	-3.8	-22.2	5.3	-1.8	-5.3	-3.2	-16.2	-4.2
Cc1ccccc1C(=O)NC1CCN(CC(=O)Nc2ccc3c(c2)OCO3)CC1	0.7	-12.7	8.8	-1.2	-27.0	-10.7	2.0	-4.8	-4.4	-3.7	-6.7
CC1CCCC(C)N1C(=O)COC(=O)c1ccc2c(c1)OCO2 (stereo not drawn)	4.0	-7.2	-20.4	-9.7	-23.0	-30.8	2.8	-1.8	23.9	-17.2	0.2
Cn1cc(Cl)c(C(=O)NNC(=S)NC2CCCCC2)n1	-4.4	-28.3	-0.9	-36.0	-25.1	-5.7	4.6	3.3	-9.9	-26.8	-2.3
C/C(=N\NC(=O)C1CC1(c1ccccc1)c1ccccc1)c1cccc([N+](=O)[O-])c1 (stereo not drawn)	17.4	17.5	1.8	-2.5	18.9	-1.9	-11.5	-15.0	-18.8	0.8	-10.8
COc1ccc(N2CCN(S(=O)(=O)CC34CCC(CC3=O)C4(C)C)CC2)cc1 (stereo not drawn)	8.9	7.7	23.2	2.7	16.0	0.2	-3.3	-4.1	3.3	-33.8	-2.9
O=C(Cn1cnc2ccccc21)Nc1cccc(S(=O)(=O)N2CCCC2)c1	29.8	30.4	/	17.2	/	8.0	1.2	14.0	14.7	12.3	3.4
COc1ccccc1-c1sc2ccccc2c1-c1ccc(C(C)=O)cc1	20.1	-18.2	/	-14.5	/	-41.0	-10.4	-15.3	-12.0	-17.3	-14.6
CCC(C)n1ncn(-c2ccc(N3CCN(c4ccc(OC)cc4)CC3)cc2)c1=O (stereo not drawn)	-1.0	15.6	7.7	1.9	15.5	-19.7	0.1	3.1	10.4	4.1	0.5
Cc1nc(C)n(C(C)CNC(=O)c2ccco2)n1 (stereo not drawn)	1.4	16.2	10.7	0.0	9.8	-13.4	-3.0	44.6*	8.5	10.3	-1.0
O=C(Nc1nc2c(F)cccc2s1)C1CC1	-11.6	-37.1	-2.8	-39.1	-26.4	-24.9	-1.3	-2.2	2.2	-46.2	1.4
Nc1ncc(-c2ccc([N+](=O)[O-])cc2)cn1	12.2	-20.6	-20.7	11.5	-32.5	-15.4	4.2	-7.8	-12.6	-2.0	7.0
CC(=O)Oc1oc(-c2ccccc2)nc1C=Nc1ccccc1	-10.8	-14.1	7.7	0.2	-16.9	-32.4	3.4	-0.3	-15.2	-8.5	-5.6
FC(F)(F)c1ccc(/C=N/N2CCN(Cc3cccc4ccccc34)CC2)cc1	-14.4	-18.8	-16.2	16.1	-11.5	8.2	6.0	-1.3	-0.9	-1.2	1.0
CC(=O)Nc1ccc(NC(=O)c2ccc(NS(=O)(=O)c3cc(C(C)(C)C)cc(C)c3C)cc2)cc1	-8.9	14.0	12.6	-16.8	21.7	14.0	-10.8	0.9	5.0	11.5	4.0
COc1cc(N/N=C(\C)c2ccc(O)c(C)c2)nc(-c2ccccc2)n1	4.6	0.3	-3.2	1.0	-17.6	-6.9	-0.9	-2.4	-9.5	-3.4	0.0
CN(c1ccccc1)S(=O)(=O)c1cccc(NC(=O)Cc2ccc(Cl)cc2)c1	15.1	7.2	-0.4	5.1	-8.8	37.9	10.2	-0.6	22.8	-11.1	1.6
CC[C@]1(c2ccccc2OC)C(=O)N(C(=O)OC)N1C(=O)OC	-2.8	-20.9	-11.7	-0.7	-10.1	13.6	-1.5	4.5	21.6	-12.9	7.8
Cc1nn2c(NCCCN(C)C)c3c(nc2c1-c1ccccc1)CCCC3	12.3	18.1	-17.4	-1.1	3.7	-8.2	0.1	-18.8	-21.5	-15.6	-3.4
CNC[C@H]1Oc2c(NS(=O)(=O)c3ccc(OC)cc3)cccc2C(=O)N([C@H](C)CO)C[C@H]1C	-4.2	19.1	1.9	10.4	1.9	1.4	3.3	4.2	-4.5	0.4	-3.5
CC/C(=N\Nc1ccnc2cc(Cl)ccc12)c1ccc(O)cc1	-0.2	-2.9	-3.5	11.3	28.7	5.6	5.9	-4.3	33.7	-25.7	-8.7
Cc1nc(Nc2ccccc2F)c2nnn(Cc3ccccc3Cl)c2n1	2.1	4.6	-10.6	-17.0	-38.0	-1.4	-7.0	-19.7	20.0	-2.0	-8.2
Cc1ccc(C23CC4CC(CC(C(=O)NN)(C4)C2)C3)cc1	-29.1	-4.7	9.4	-18.6	-1.6	7.9	-20.4	6.1	-3.5	1.9	-10.0
Cc1cccc(C)c1NC(=O)C(NC(=O)CN1C(=O)c2ccccc2C1=O)c1ccccc1 (stereo not drawn)	-3.2	2.1	0.1	-17.8	-4.0	-16.4	7.8	1.2	-11.2	-34.6	6.9
CN1CCN(C(=S)SCC(=O)N2CCCc3ccccc32)CC1	-10.1	14.4	9.3	3.2	7.1	7.0	-2.3	-6.8	-2.1	-19.6	-1.4
COc1ccc(F)cc1C(=O)C1CCCN(C(=O)c2cccc(N(C)C)c2)C1 (stereo not drawn)	2.8	-11.5	16.6	-6.5	-34.7	18.0	-5.6	7.6	6.9	-8.8	1.2
O=C(O)c1ccccc1N1C(=O)C2C3CCC(C3)C2C1=O (stereo not drawn)	1.9	-3.5	6.6	-1.4	-28.2	16.0	1.1	-9.1	17.3	8.1	6.3
Cn1c(SCC(=O)NCC2CCCO2)nnc1-c1c[nH]c2ccccc12 (stereo not drawn)	1.0	15.7	8.0	3.6	3.5	12.9	1.3	1.7	12.1	9.2	-5.6
NC(=O)c1ccccc1NC(=O)/C=C/c1ccccc1	60.3*	-65.2	-39.5	-95.9	-24.8	-62.8	-6.9	-17.8	-26.1	-99.8	-0.2
COc1ccc(/C=N/O)cc1COc1ccc(NC(C)=O)cc1	-7.4	14.0	-7.5	-25.2	-25.2	-4.2	10.4	-32.6	10.5	-3.6	3.7
CC1CCCCC1NC(=O)c1nnc(Cc2ccc(Cl)cc2)o1 (stereo not drawn)	-9.8	12.1	4.9	-17.0	-1.0	6.4	3.9	-26.5	-9.8	-10.0	-7.2

Entries above with a tert-butyl group (two):
Compound	TRAIL sens C8	NCOA3 inh	COUP-TFII inh	NR5A2 inv ag	SRC2 inh	TROY signal inh	TLR9-MyD88 inh	LMP1 NFkB inh	TWEAK-Fn14 inh	NCOA1 inh	NOD2 RIPK2 PPI
CC(C)(C)c1ccc(-n2ncc3c2CCCC3NC(=O)CN2CCOC2=O)cc1 (stereo not drawn)	11.4	16.2	16.9	28.8	-27.6	11.0	3.7	9.6	4.1	24.7	-11.9
CC(=O)Nc1ccc(NC(=O)c2ccc(NS(=O)(=O)c3cc(C(C)(C)C)cc(C)c3C)cc2)cc1	-8.9	14.0	12.6	-16.8	21.7	14.0	-10.8	0.9	5.0	11.5	4.0

Next part.
Compound	TRAIL sens C8	NCOA3 inh	COUP-TFII inh	NR5A2 inv ag	SRC2 inh	TROY signal inh	TLR9-MyD88 inh	LMP1 NFkB inh	TWEAK-Fn14 inh	NCOA1 inh	NOD2 RIPK2 PPI
O=C(NCc1ccccc1Cl)c1csc([C@@H]2O[C@H](CO)[C@@H](O)[C@H]2O)n1	-6.5	1.9	3.7	21.0	18.8	-7.0	/	/	-0.1	-21.7	-1.0
Cc1ccc(C(=O)NNC(=O)CSc2nnc3c(n2)[nH]c2ccc(F)cc23)cc1	38.4	-0.9	-5.3	9.0	-3.2	-22.8	-1.9	2.8	-8.3	-37.9	6.8
COc1ccccc1CNC(=O)COC(=O)c1ccco1	-32.5	10.9	-7.3	18.3	11.2	-29.8	0.1	-0.3	-2.5	-0.2	-10.6
CC(=O)Nc1cc(-c2ccsc2)cn2c(-c3ccc(F)cc3)cnc12	-6.6	-6.0	6.3	23.2	-45.9	-9.5	/	/	-11.0	1.6	-6.4
CCCCn1nc2cc(C(=O)NCc3ccccc3)ccc2c1OCC	-6.8	0.9	-2.6	-18.4	-6.7	-29.1	-4.7	5.5	-33.9	-9.2	-11.8
O=C(O)c1cc(-c2cccc3ccccc23)nc2ccccc12	-0.6	5.2	-5.9	11.8	-2.9	2.7	-6.0	-4.9	-18.9	4.9	-0.9
CCn1ncc(/C=C/C(=O)C2CC2)c1C	5.6	3.6	-19.4	-6.7	-20.2	-22.9	-8.9	-3.6	-14.5	-13.8	-0.6
Nc1ccc(NC(=O)c2cccs2)c(Cl)c1	-4.3	-16.9	-21.8	-24.5	-15.5	-25.0	1.7	-1.8	-3.6	-28.6	0.7
O=S(=O)(NCCc1csc(-c2cccnc2)n1)c1ccc(F)cc1	-5.5	10.9	2.3	-8.8	2.1	11.2	-1.2	-2.6	1.9	14.2	-11.9
COc1ccc(S(=O)(=O)Nc2ccc(Cl)cn2)cc1	17.1	1.5	-28.0	-4.2	2.5	4.1	0.7	-0.3	3.5	-15.2	-4.0
Cc1c(C)n(Cc2ccccc2)c2ccc(C(=O)NCCN3CCOCC3)cc12	2.0	4.9	3.5	-26.5	14.8	2.4	-17.1	2.5	-18.6	-11.2	2.1
COc1ccc(NC(=O)CNc2cc(S(=O)(=O)N3CCOCC3)ccc2N2CCOCC2)c(OC)c1	2.1	1.0	12.0	-15.3	-2.6	10.4	-10.8	-4.2	-3.3	-8.3	-7.4
CCCC(=O)Nc1nn(C)c2nc3c(C)cccc3cc12	-5.2	-5.3	-6.8	-8.9	-10.6	-0.2	4.5	-7.4	19.2	-9.5	-4.3
CCOC(=O)CCSc1nc(C)c2cc(C)ccc2n1	17.0	-40.7	-27.6	-59.5	-73.8	-65.1	7.5	-10.2	-31.8	-44.6	7.5

High-throughput results from PubChem.

This is a subset (hit frequency here may not be typical).
